GBA activity up = increases beta-glucosidase activity in Gaucher fibroblasts; P04062; 0.44% of 30,000 active; activation, % at 10 µM; L444P Gaucher fibroblasts, 4-MU-glucoside fluorescence, 3 days; in the data active = activation above about 65%;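 also: 0% = vehicle wells and 100% = positive control wells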
Starred values were filed as active, the others as inactive; & = joins results of further samples.

SMILES	GBA activity up
CC[C@@H]1C(=O)OC[C@@H]1Cc1cncn1C	-25&-26

A portion of the library (hit frequency here may not be typical).
